From PubChem
FBW7 activator = activators of human E3 ligase FBW7. Q969H0. AlphaScreen FBW7–phospho-cyclin E peptide binding, activator screen. normalized activity (activation), % at 26.1 µM. hit rate 0.13% among 650,000. AID 1259310; in the data active = normalized activity above about 1.9%;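 note: purified mutant Fbw7 with reduced substrate affinity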
Target sequence (Q969H0 whole entry, looked up): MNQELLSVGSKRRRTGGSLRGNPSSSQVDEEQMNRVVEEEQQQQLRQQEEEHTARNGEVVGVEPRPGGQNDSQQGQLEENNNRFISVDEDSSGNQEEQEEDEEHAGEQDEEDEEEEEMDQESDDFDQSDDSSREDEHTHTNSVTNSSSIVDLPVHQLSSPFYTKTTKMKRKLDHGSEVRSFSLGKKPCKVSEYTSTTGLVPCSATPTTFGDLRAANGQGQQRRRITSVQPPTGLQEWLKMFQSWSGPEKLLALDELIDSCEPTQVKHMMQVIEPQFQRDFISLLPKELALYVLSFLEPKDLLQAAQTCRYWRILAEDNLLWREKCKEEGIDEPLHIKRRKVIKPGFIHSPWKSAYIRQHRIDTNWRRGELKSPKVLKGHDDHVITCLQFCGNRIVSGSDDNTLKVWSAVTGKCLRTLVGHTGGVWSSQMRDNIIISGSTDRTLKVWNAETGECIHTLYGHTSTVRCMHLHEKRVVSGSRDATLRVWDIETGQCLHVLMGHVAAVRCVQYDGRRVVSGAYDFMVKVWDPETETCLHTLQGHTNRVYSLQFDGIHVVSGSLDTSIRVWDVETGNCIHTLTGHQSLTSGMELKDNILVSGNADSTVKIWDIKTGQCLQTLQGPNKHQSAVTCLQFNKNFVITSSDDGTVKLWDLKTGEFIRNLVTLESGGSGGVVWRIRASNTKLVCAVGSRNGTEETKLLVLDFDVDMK
GPR151 ag = activators of human GPR151 | activation, % at 11.2 µM | hit rate 1% among 650,000 | AID 1508602 | Q8TDV0 | PathHunter beta-arrestin GPR151 cells, luminescence; in the data active = activation above about 4.9%;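 note: 0% = median of compound wells and 100% = cells with positive control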
MITF inh = human MITF inhibition, primary screen; AID 1259374; AlphaScreen MITF homodimerization, bead proximity signal; hit rate 0.91% among 650,000; inhibition, % at 2.6 µM; in the data active = inhibition above about 50%;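 note: 0% = vehicle wells with protein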
TEAD-YAP block = TEAD-YAP interaction inhibition; hit rate 1.4% among 640,000; HEK-TIYL cells, TEAD-Gal4/YAP UAS-luciferase luminescence; inhibition, % at 9.12 µM; in the data active = inhibition above about 32%;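 note: 0% = median of test compound wells and 100% = reference inhibitor wells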
* = called active by the depositor; x = not tested or not shown. Random draw from the library; 3.5% or so of the library scored in one or more.

SMILES	FBW7 activator	GPR151 ag	MITF inh	TEAD-YAP block
CCOc1ccc(NC(=O)c2nn(-c3ccccc3OC)c(=O)c3ccccc23)cc1	0.1	1.8	21	11
CCC(C)NC(=O)c1ccccc1C(=O)NC(C)CC (stereo not given)	0.0	-0.6	-2	6
CCC(C)NS(=O)(=O)c1ccc(NS(=O)(=O)c2ccccc2[N+](=O)[O-])cc1 (stereo not given)	1.2	-0.5	11	6
COc1ccc(CCNC(=O)Cc2ccc(Cl)cc2)cc1OC	0.0	0.5	6	7
CCOC(=O)c1sc(=S)n(-c2ccccc2Br)c1N	-0.1	1.0	9	-1
Cc1cc(C2C(C#N)=C(N)N(c3cccc([N+](=O)[O-])c3)C3=C2C(=O)CC(C)(C)C3)c(C)s1 (stereo not given)	0.1	0.8	9	-3
CCOc1ccc(Nc2nc(-c3ccc(S(=O)(=O)N4CCCC4)cc3)cs2)cc1	0.4	-0.6	-5	5
COc1ccc2c(c1)C(=O)C(OC(=O)N[C@H](C)C1CCCCC1)[C@H](c1ccc(OC)c(Br)c1)O2 (stereo not given in full)	0.5	-0.2	-5	x
Cc1cnc(Nc2nccc3ccccc23)nc1NCc1cccnc1	0.0	-2.1	-11	-5
Cc1ccc([N+](=O)[O-])cc1NC(=O)c1c(-c2ccccc2)noc1C	0.1	0.2	-5	12
COc1cc(/C=C2\C(=O)N(c3ccccc3)N=C2C)cc(OC)c1O	-0.1	-1.7	1	2
COc1ccc(-n2nc3cc(C)c(NC(=O)COc4cc(C)c(Cl)c(C)c4)cc3n2)cc1	0.0	1.0	-5	-4
O=C(CCCn1c(SCc2ccccc2F)nc2ccccc2c1=O)NCc1ccco1	-0.1	1.9	-1	0
O=C(Nc1nc2c(Cl)cccc2s1)c1ccc2ncsc2c1	0.5	-0.8	15	4
Nc1nc(SCC(=O)Nc2ccccc2)[nH]c(=O)c1NC(=O)c1ccco1	0.2	-0.1	9	2
Cc1c(C(=O)N2CCN(c3ccccn3)CC2)sc2ncn(CC(=O)Nc3cccc(C(F)(F)F)c3)c(=O)c12	0.3	0.0	25	14
Cc1c(/C=N/NCCC#N)c2ccccn2c1C(=O)c1ccncc1	0.0	1.8	13	-6
FC(F)(F)c1ccc(Cn2cnc3c(NC4CC4)nc(Nc4ccc(C(F)(F)F)cc4)nc32)cc1	0.0	-0.6	-11	-4
Cc1ccc(NC(=O)C2CCN(C(=O)c3n[nH]c4ccccc34)CC2)cc1C	0.1	-1.2	13	-54
O=C(O)CCC(=O)Nc1ccc(NC(=O)c2ccccc2)c(Cl)c1	0.0	-0.4	-4	-1

Shown with each value named: 4 of the compounds above
> COc1cc(/C=C2\C(=O)N(c3ccccc3)N=C2C)cc(OC)c1O
  FBW7 activator: -0.1 | GPR151 ag: -1.7 | MITF inh: 1 | TEAD-YAP block: 2
> COc1ccc(-n2nc3cc(C)c(NC(=O)COc4cc(C)c(Cl)c(C)c4)cc3n2)cc1
  FBW7 activator: 0.0 | GPR151 ag: 1.0 | MITF inh: -5 | TEAD-YAP block: -4
> Cc1c(/C=N/NCCC#N)c2ccccn2c1C(=O)c1ccncc1
  FBW7 activator: 0.0 | GPR151 ag: 1.8 | MITF inh: 13 | TEAD-YAP block: -6
> Cc1c(C(=O)N2CCN(c3ccccn3)CC2)sc2ncn(CC(=O)Nc3cccc(C(F)(F)F)c3)c(=O)c12
  FBW7 activator: 0.3 | GPR151 ag: 0.0 | MITF inh: 25 | TEAD-YAP block: 14

(cont.)
SMILES	FBW7 activator	GPR151 ag	MITF inh	TEAD-YAP block
CCOc1ccc(S(=O)(=O)Nc2ccc(F)cc2)c(C)c1C	-0.2	1.6	3	-1
CCOC(=O)C1=C(CSc2nc(C)cc(C)c2C#N)OC(N)=C(C#N)C1c1ccccc1I (stereo not given)	0.0	-1.0	1	-8
CSC1=NCCN1C(=O)C(C)(C)Oc1ccc(Cl)cc1	0.0	0.9	8	7
COc1ccc(CCN2CC34C=CC(O3)C(C(=O)NCCc3ccccc3)C4C2=O)cc1OC (stereo not given)	0.0	-0.4	-4	-26
CCc1ccc(N2CC(c3nc(-c4cccc(C)c4)no3)CC2=O)cc1 (stereo not given)	0.1	-1.1	18	0
CC1(C)Cc2nc3nc(SCC(=O)c4ccccc4)n(-c4ccccc4)c(=O)c3cc2CO1	0.0	2.0	3	22
CC(=O)C1=NN(c2ccccc2)C(c2ccc3c(c2)OCO3)N1c1ccc(N2CCOCC2)cc1 (stereo not given)	0.1	2.5	4	-2
Cc1ccc(CNC(=O)C2CCCC2)cc1	-0.1	0.0	-3	-15
O=c1c2ccccc2nc(SCc2ccc([N+](=O)[O-])cc2)n1CC1CCCO1 (stereo not given)	-0.1	-0.8	-2	2
Cc1c(C(=O)c2cccc(S(=O)(=O)N(C)C)c2)c2ccccn2c1CCC#N	-0.1	-0.5	5	6
CCOC(=O)c1ccccc1NC(=O)c1nn(-c2ccc(OC)cc2OC)c(=O)c2ccccc12	-0.1	-1.2	12	-5
COC(=O)C1=C(C)N(c2ccc(C(C)C)cc2)C(=O)/C1=C\c1ccco1	-0.2	6.0*	11	29
COc1ccc(OC)c(S(=O)(=O)N2CCCCC2C(=O)O)c1 (stereo not given)	-0.1	-0.7	8	-4
COc1ccc(-c2cc(N)n(S(=O)(=O)Cc3ccccc3)n2)c(OC)c1	0.0	-0.4	-8	-3
Cc1nn(CCC#N)cc1/C=C(\C#N)c1nc2ccccc2s1	0.0	2.3	6	-16
COc1ccc(-c2nnc(N3CCCCC3)c3ccccc23)cc1	0.0	-2.0	1	-11
CCCCc1ccc(CC(=O)O)cc1	-0.1	0.8	-1	1
COc1ccc(-c2ccc(/C=C3/SC(NC(C)=O)=NC3=O)o2)c([N+](=O)[O-])c1	-0.2	1.0	9	4
CC(=O)c1cccc(NC(=S)NNC(=O)c2c(Cl)c(C)nn2C)c1	0.2	1.2	1	-6
CCC(Oc1ccccc1)C(=O)NCCNC(=O)C(CC)Oc1ccccc1 (stereo not given)	0.1	-0.7	11	-4
CCOc1cc(/C=C2/NC(=O)NC2=O)c(Br)cc1OC	0.0	-0.4	10	9
CCc1cccc(C)c1NC(=O)Cn1ccn(Cc2ccccc2)c(=O)c1=O	0.2	0.0	6	7
Cc1ccc(S(=O)(=O)NC(=O)N(c2ccccc2)C(C)C)cc1	0.3	1.1	8	3
CC1CC(C)CN(c2ccc(C(=O)Nc3cc(F)cc(F)c3)cc2[N+](=O)[O-])C1 (stereo not given)	-0.4	-0.4	-5	-6
Cc1cccc(N2CCN(c3cccc(C)c3)C2c2ccco2)c1	-0.1	0.8	-9	0
CC(C)(O)C#Cc1ccc(CN2CCC[C@@H]3CN(C(=O)c4ccncc4)CC[C@H]32)cc1	0.1	-0.5	-4	6
COC(=O)C(Cc1ccccc1)n1c(C)cc(C(N)=O)c1C (stereo not given)	-0.2	-0.8	-9	-9
CC1CC(C)CN(C(=O)c2cc(S(=O)(=O)N3CCc4ccccc43)cn2C)C1 (stereo not given)	-0.2	0.9	11	2
COC(=O)c1ccc(-c2ccc(/C=C3/C(=N)N4N=C(CC(C)C)SC4=NC3=O)o2)cc1	-0.1	-0.7	-15	-3
CCOc1ccc(/C=N\NC(=O)c2nnn(-c3nonc3N)c2-c2ccccc2)cc1	0.2	0.0	-13	-6
O=C(NC1CCCC1)C1CCC(Cn2c(=S)[nH]c3ccccc3c2=O)CC1 (stereo not given)	0.2	-0.6	4	-2
C=CCn1c(COc2cccc(Cl)c2)nnc1SCC(N)=O	0.0	0.8	-4	-5
CCCCN(C(=O)NC(=O)NC(C)C1CC2CCC1C2)S(C)(=O)=O (stereo not given)	0.1	3.3	-6	8
COc1ccc(-n2cnc3scc(-c4ccccc4)c3c2=O)cc1	0.4	4.2	17	-13
O=C(NCCc1ccccn1)c1ccc(OC2CCN(CCc3ccccc3)CC2)cc1	-0.2	-0.8	-9	-21
O=C(NC(=S)NCc1ccccc1)c1ccc([N+](=O)[O-])cc1	0.0	-2.4	23	18
Cc1cccc(NC(=O)c2cc(S(=O)(=O)N3CCCCC3)ccc2F)c1C	0.1	-0.8	0	7
CCc1nnc(N2C(=O)C3C4C=CC(C4)C3C2=O)s1 (stereo not given)	0.3	0.6	10	-1
COc1ccc(C2CC(=O)C3=C(C2)Nc2ccccc2N(C(=O)C(F)(F)F)C3c2ccccc2)cc1 (stereo not given)	-0.2	5.1*	-11	5
CS(=O)(=O)N1CCN(C(=O)Nc2ccc([N+](=O)[O-])cc2)CC1	-0.1	0.1	1	-12
COc1cccc(CN2CCC3(CCC(CNC(=O)c4cc(C)nn4C)O3)CC2)c1OC (stereo not given)	-0.1	-0.5	-4	-7
COc1ccc(-c2cc(NCCO)nc(N)n2)cc1	0.2	0.3	11	-30
CCCCNC(=O)/C(=C/c1ccc2c(c1)OCO2)NC(=O)c1ccc(C)cc1	0.1	-0.2	8	10
COc1ccc(C(=O)NCc2nc(C)c(C)s2)cc1OC1CCN(C(C)C)CC1	0.2	-1.0	7	-9
Cc1nc2ccccc2c2c1C(=O)N(c1ccc(C(=O)OCC(=O)C(C)(C)C)cc1)C2=O	-0.1	-0.6	-1	5
CCOc1ccc(-c2nnc(SC(CC)C(=O)Nc3ccccc3CC)nc2-c2ccc(OCC)c(OC)c2)cc1OC (stereo not given)	-0.2	-0.5	2	-2
Cc1ccc(NC(=O)Cn2nnc(-c3ccccc3N)n2)cc1C	0.1	0.0	6	13
Cc1cc(C)cc(NC(=O)CSCC(=O)Nc2ccccc2)c1	0.3	-1.5	15	-3
CN(C)c1ccccc1-c1cnn2c(NCCc3cccnc3)ccnc12	-0.3	-0.9	-32	-50
CCOc1ccc(NC(=S)NC(=O)c2cncc(Br)c2)cc1	-0.1	0.1	10	4
More results follow.
SMILES	FBW7 activator	GPR151 ag	MITF inh	TEAD-YAP block
Nc1nc(CSc2nc3ccccc3[nH]2)cs1	-0.2	2.6	-9	-12
O=C(Cc1ccc(Cl)cc1)N/N=C/c1ccccc1[N+](=O)[O-]	0.0	2.8	-4	1
COCCCn1c(CCl)csc1=Nc1cccc(Cl)c1	0.0	1.7	-2	-7
COc1nc(-c2cccs2)cc(-c2cccc([N+](=O)[O-])c2)c1C#N	0.4	-0.7	5	1
CCOC(=O)c1c(C)nc2ncccn12	-0.1	1.2	-16	-4
CC(=O)C(c1ccccc1)C(C#N)(C#N)C(C#N)C#N (stereo not given)	0.0	-0.1	-10	0
CCOc1cc(C(=O)Nc2sc3c(c2C(=O)OC(C)C)CCC(C)C3)cc(OCC)c1OCC (stereo not given)	0.5	-0.7	15	8
Cc1ccc(CNC(=O)CCC2CCCN(C(=O)c3cccc(-c4ccco4)c3)C2)o1 (stereo not given)	-0.1	-0.6	5	-11
COC(=O)c1ccccc1NC(=O)c1cccc(NC(=O)CSc2ccccc2)c1	0.4	-0.7	8	4
CCOC(=O)c1sc2nc(CC(=O)OC)nc(Nc3ccc(F)cc3)c2c1C	0.5	-1.1	2	11
COc1ccccc1N(/C=C1\Sc2ccccc2C1=O)C(C)=O	-0.1	2.1	3	79*
CC(C)(C)NC(=O)CN1C(=O)[C@@H]2CCCN2C(=O)c2ccccc21	0.0	0.8	-2	4
COC(=O)c1cc(OC)c(OC)cc1NC(=S)NC(=O)c1ccccc1	-0.1	-0.8	-1	33*
Cn1c(CN2CCN(S(=O)(=O)c3ccc(F)cc3)CC2)nc2ccccc21	0.6	-0.3	20	-3
COc1ccccc1NC(=O)Nc1nnc(CSc2ccccc2)s1	0.1	0.8	9	2
O=C(NCc1cccc2ccccc12)N1CCC(c2ccccc2)C1 (stereo not given)	-0.1	-1.6	4	4
NC(=O)CN1CCN(CCN2C(=O)c3cccc4cccc(c34)C2=O)CC1	0.1	0.3	10	6
O=C(OCC1CCS(=O)(=O)C1)c1ccc([N+](=O)[O-])cc1 (stereo not given)	0.2	0.9	19	9
CC(=O)Nc1ccc(/C=N/n2cnnc2)cc1	0.0	4.3	6	-6
COc1cc(C=Nc2cccc(Cl)c2)c(O)c([N+](=O)[O-])c1	0.2	-1.0	5	6

Single records (already shown).
COc1cc(C=Nc2cccc(Cl)c2)c(O)c([N+](=O)[O-])c1 in the list: FBW7 activator: 0.2; GPR151 ag: -1.0; MITF inh: 5; TEAD-YAP block: 6
CC(=O)Nc1ccc(/C=N/n2cnnc2)cc1 in the list: FBW7 activator: 0.0; GPR151 ag: 4.3; MITF inh: 6; TEAD-YAP block: -6

Additional compounds:
SMILES	FBW7 activator	GPR151 ag	MITF inh	TEAD-YAP block
CC(C)N1CCCc2cc(CN)ccc21	-1.1	-1.0	31	15
O=C(C1CCCN(Cc2ccncc2)C1)N1CCCCC1 (stereo not given)	-0.2	-0.7	103*	-6
O=C(Cn1c(=O)oc2cc(S(=O)(=O)N3CCCCCC3)ccc21)Nc1nccs1	-0.2	0.6	-9	-7
CC(=O)c1cccc(-c2nc(NCCN3CCOCC3)c3[nH]cnc3n2)c1	0.3	2.7	6	-3
CCOc1ccccc1NC(=O)c1c(NCc2ccc(OC)c(OC)c2OC)sc2c1CCCC2	0.3	-0.1	5	-5
Cc1nnc(C2CCCN(S(=O)(=O)c3ccccc3)C2)s1 (stereo not given)	0.0	-0.3	1	26
COc1ccc(Cl)cc1NC(=O)C1CCCN(c2ccc(-c3ccco3)nn2)C1 (stereo not given)	-0.1	-0.4	13	0
Cc1ccc(C(C)C)c(Oc2ccc(N3C(=O)C4CC=CC(C)C4C3=O)cc2)c1 (stereo not given)	-0.1	0.3	4	-3
O=C(NCc1ccc(C(=O)O)cc1)Nc1ccc([N+](=O)[O-])cc1	-0.1	-1.5	8	11
